LmPK inh – LmPK (Leishmania mexicana) enzyme inhibition. Potency, µM (doses to about 57.5 µM), inactives show at the highest dose activity change, negative = inhibition, actives largely listed as inhibitors. 290,000 tested, 0.37% active. purified LmPK, Kinase-Glo ATP luminescence, 1 h. Q27686
Target sequence (Q27686 whole entry, looked up): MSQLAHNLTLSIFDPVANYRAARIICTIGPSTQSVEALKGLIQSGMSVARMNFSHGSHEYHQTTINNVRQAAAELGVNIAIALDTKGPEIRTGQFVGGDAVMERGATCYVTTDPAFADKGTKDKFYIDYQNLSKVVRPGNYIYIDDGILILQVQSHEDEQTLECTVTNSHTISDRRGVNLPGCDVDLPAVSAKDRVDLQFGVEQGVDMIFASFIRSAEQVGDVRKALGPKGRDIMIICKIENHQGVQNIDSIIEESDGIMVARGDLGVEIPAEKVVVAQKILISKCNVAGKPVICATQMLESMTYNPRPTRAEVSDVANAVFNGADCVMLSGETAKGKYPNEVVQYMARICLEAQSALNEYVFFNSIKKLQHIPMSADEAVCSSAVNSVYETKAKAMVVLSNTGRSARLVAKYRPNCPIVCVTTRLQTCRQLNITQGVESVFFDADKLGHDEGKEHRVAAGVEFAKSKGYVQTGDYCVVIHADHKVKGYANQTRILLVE
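Kinase-Glo luminescence read after 1 h RT reaction of 0.1 nM LmPK with 0.5 mM PEP and 0.1 mM ADP. Activity scaled between uninhibited and enzyme-free controls.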
HCV inhibitor – blocks hepatitis C virus; Huh7.5.1 HCVcc-Cre infection, luciferase reporter, 44 h; Potency, µM (series often up to 41.8 µM), for the others: at the top dose activity change, negative = inhibition, actives largely listed as inhibitors; 340,000 tested, 3.4% active
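Infectious HCV cell culture screen: compound-treated cells (1,000/well, pre-plated 4 h) are infected with HCVcc-Cre at roughly 0.5 moi and grown 44 h. Infection is quantified by luciferase signal after 15 min substrate incubation at room temperature.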
Sm TGR inh – S. mansoni TGR enzyme inhibition; purified TGR, DTNB reduction, TNB absorbance 405 nm; Q962Y6; 360,000 tested, 3% active; AID 485364; Potency, µM (doses to about 114 µM), for the others: at the highest dose activity change, negative = inhibition, hits mostly inhibitors; note: nearly all actives have a fitted effect of over 60% in size
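Kinetic colorimetric format: TGR-catalysed, NADPH-driven DTNB reduction monitored via TNB absorbance. Enzyme dispensed at 20 nM; compound exposure 15 min at room temperature before reaction start.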
Pf growth 48h – inhibits P. falciparum growth in the first generation, 48 h; Potency, µM (top dose mostly 28.7 µM), inactives show top-dose activity change, negative = inhibition, usual class: inhibitors; P. falciparum luciferase growth in erythrocytes, 48 h; 310,000 tested, 5.9% active
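Luminescence readout; reporter = integrated firefly luciferase in P. falciparum. RBC culture at 2% hematocrit, 0.1% parasitemia final, 37 C/5% CO2; decreased signal taken as growth inhibition.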
Pf growth 96h – P. falciparum growth inhibition at 96 hour, primary screen for plastid delayed-death inhibitors; P. falciparum luciferase reporter growth, 96 h; Potency, µM (highest dose often 28.7 µM), inactives show at the top dose activity change, negative = inhibition, actives largely listed as inhibitors; 320,000 tested, 6.9% active
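Infected RBCs, 2% Hct / 0.05% parasitemia final; luciferase-reporter P. falciparum; cpd 96 h, 37 C, 5% CO2; luciferase detection reagent; luminescence.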
Tb PYK inh – inhibitors of Trypanosoma brucei pyruvate kinase. Q57TT1. TbPYK enzyme, Kinase-Glo Plus ATP luminescence, 45 min. AID 624173. 410,000 tested, 0.12% active. Potency, µM (series often up to 76.8 µM), without a hit: at the top dose activity, negative = inhibition, actives largely listed as inhibitors; note: nearly all actives have a fitted effect of over 50% in size
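T. brucei PYK with substrate was exposed to pin-transferred compounds across a concentration series, then started with 130 uM ADP (final). After 45 min at room temperature, Kinase-Glo Plus luminescence was read, normalized and curve-fitted.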
The depositor's hits bear a star; ? = inconclusive; / = no result given; & = joins results of further samples; [ ] = dose if it differs, or a comment. Calls come from the whole dose curve; as a rule, active = well fitted curve in the direction sought with a large enough effect; inconclusive = small, poorly fitted or top-dose-only effect, or another doubt; inactive = no such curve, though single readings can be large; an effect the other way counts as inactive or inconclusive. % is set by controls: 0 for no effect and ±100 for the full control effect; potency is the fitted concentration of half-maximal effect.

SMILES	LmPK inh	HCV inhibitor	Sm TGR inh	Pf growth 48h	Pf growth 96h	Tb PYK inh
COC(=O)CCC(=O)N1CCCC(CO)(Cc2ccccc2C)C1 (stereo not given)	-11%	4%	2%[57.1 µM]	13%	9%	-6%
O=C(Nc1ccccc1)Nc1nnc(CSCc2ccccc2Cl)s1	-4%	26%	0%	2%	?	-13%
COc1cccc(NC(=O)CN2CCN(CC(=O)Nc3ccc(F)cc3)CC2)c1	4%	1%	-28%	-8%	-9%	-3%
Cc1ccc(C)c(NC(=S)N2CCCCCC2)c1	5%	15%	-3%	8%	?	-6%
COc1ccccc1CC(=O)O/N=C(\N)c1ccccn1	-1%	12%	18%	109%[activator]	65%[activator]	0%
CC(C)(C)NC(=O)C1CC(=O)OC1(C)C (stereo not given)	2%	-1%	4%	7%	3%	3%
CC(C)=CCN1CCN(CCC2=C(C)CCCC2(C)C)CC1CCO (stereo not given)	2%	?	-21%	13µM*	-14%	3%
CCc1ccc(Nc2ccc(C(=O)O)cc2[N+](=O)[O-])cc1	-2%	22%	-2%	13%	-5%	-4%
COc1ccc(-c2cc(C(F)(F)F)nc(N3CCOCC3)n2)cc1	3%	?	4%	?	?	2%
CCN(CC)S(=O)(=O)c1cccc(C(=O)N[C@H](C(=O)Nc2nc3ccc(F)cc3s2)C(C)C)c1	3%	?	-5%	13µM*	2.6µM*	-5%
COc1ccc(NC(=O)C2CCN(S(C)(=O)=O)CC2)c(OC)c1	3%	7%	6%	34%[activator]	?	-2%
Cc1ccc(S(=O)(=O)N2CC(O)CC2C(=O)OCC(=O)c2ccccc2Cl)cc1C (stereo not given)	2%	6%	-4%	32%[activator]	52%[activator]	-21%
Cc1cc(-c2nnnn2-c2ccc(F)cc2)no1	5%	17%	12%	1%	-2%	-17%
O=C(c1cc(-c2cccc(Cl)c2)on1)N1CCc2ccccc2C1	8%	4%	-4%	14%	-15%	0%
CN(CCCNC(=O)CN1C(=O)CC(C)(C)S(=O)(=O)c2ccccc21)C1CCCCC1	9%	2%	2%	/	?	1%
CC(CCc1ccccc1)NC(=O)c1ccc(Cl)nc1 (stereo not given)	-1%	0%	8%	-4%	10%	33%[activator]
O=S(=O)(c1ccccc1)N1CCC2(CC1)CO2	4%	5%	42%[activator]	-33%	?	2%
CCOc1ccc(OCC)c(NC(=O)Nc2ccc3c(c2)N(C)C(=O)CS3)c1	6%	?	7%	?	?	-9%
CC(C)(C)C1CCc2onc(C(=O)NC3CCCC3)c2C1 (stereo not given)	-1%	1%	29%	?	18%	-2%
O=C(Nc1ccccn1)Nc1cccs1	-11%	6%	6%	/	?	0%
O=C([C@@H]1Cc2ccccc2CN1)N1CCN(Cc2ccccc2)CC1	-15%	-6%	-5%	-6%	-1%	8%
CCC(=O)NC(c1cccs1)c1cc(Cl)c2cccnc2c1O (stereo not given)	-1%	4µM*	-16%	-19%	12%	-7%
CC(C)(C)N1NC(=O)Nc2ccccc2C1=O	0%	-1%	-34%	9%	/	0%
COc1ccccc1/C=C1\SC(=S)N(CC(=O)Nc2nnc(C)s2)C1=O	2%	/	-6%	3%	42%[activator]	/
CCOc1ccc(C(=O)NCc2ccc3c(c2)OCO3)cc1	1%	?	-6%	-4%	-25%	0%
CC1(C)CC(=O)c2c(Cc3ccccc3)noc2C1	2%	33%[activator]	21%	5%	21%	3%
FC(F)(F)c1ccc(/C=N/NC(=S)NC2CCCCC2)cc1	5%	7%	1%	?	3.3µM*	0%
CCOc1ccccc1NC(=O)COC(=O)CC(C)(C)CC1=NS(=O)(=O)c2ccccc2N1	-2%	?	-23%&5%	-3%	-16%	-5%&-1%
CC(C)=NOc1nc(N(C)C)nc(N(C)C)n1	-4%	-14%	0%	11%	3%	4%
c1ccc(-c2cc(N3CCCCCC3)n[nH]2)cc1	-2%	?	-1%	?	15%	?

Gathered by group: those above containing a CF3 group.
SMILES	LmPK inh	HCV inhibitor	Sm TGR inh	Pf growth 48h	Pf growth 96h	Tb PYK inh
COc1ccc(-c2cc(C(F)(F)F)nc(N3CCOCC3)n2)cc1	3%	?	4%	?	?	2%
FC(F)(F)c1ccc(/C=N/NC(=S)NC2CCCCC2)cc1	5%	7%	1%	?	3.3µM*	0%

New compounds follow
SMILES	LmPK inh	HCV inhibitor	Sm TGR inh	Pf growth 48h	Pf growth 96h	Tb PYK inh
COCCNC(=S)N1CCN(S(=O)(=O)c2ccc(Cl)s2)CC1	-9%	10%	-5%	?	?	-3%
Cc1ccc(-n2nc3c(Cl)nnc(C)c3c2C)cc1	-1%	0%	-6%	0.41µM*	0.33µM*	-1%
COc1ccccc1Cc1noc(C(C)(C)NC(=O)c2ccccc2)n1	9%	12%	2%	-13%	88%[activator]	2%
O=C(COc1ccccc1)N1CCN(C(=O)c2ccc([N+](=O)[O-])cc2)CC1	?	13%	8%	167%[activator]	53%[activator]	-8%
Cc1ccc(-c2nc(S(=O)(=O)c3ccc(C)cc3)c(SCC(N)=O)o2)cc1	8%	1%	-14%	-57%	37%[activator]	0%
CC(c1ccc(F)cc1)n1c(-c2ccc3ccccc3n2)n[nH]c1=S (stereo not given)	11µM*	?	9%	?	?	-13%
Cc1ccc(C)c(NC(=O)C2CCCN2C(=O)OC(C)(C)C)c1 (stereo not given)	-1%	2%	7%	22%	-1%[5.75 µM]	-9%
O=C(CNc1ccccc1F)Nc1cc(S(=O)(=O)N2CCCCC2)ccc1Cl	/	?	-3%	?	?	8%
Clc1ccc(OCCCCN2CCc3ccccc3C2)cc1	-1%	-2%	/	-6%	31%[activator][5.75 µM]	2%
O=[N+]([O-])c1c(C(Cl)Cl)nn(-c2ccc(Cl)cc2)c1N1CCCCC1	3%	?	0%	?	?	5%
CC(C)c1nc2sc3c(c2c(=O)n1N)CC(C)(C)OC3	2%	-13%	4%	15%	4.7µM*	-6%
c1cc(-c2nnc3n2CCC3)[nH]n1	-4%	-3%	7%	13%	22%	0%
COc1ccccc1NC(=O)COC(=O)c1ccc2c(c1)OCCO2	/	?	-6%	14%	50%[activator]	4%
COCC(=O)NCCc1nc2ccccc2[nH]1	3%	9%	1%	3%	19%	-13%
CSc1ccccc1C(=O)C1CCCN(S(=O)(=O)N(C)C)C1 (stereo not given)	2%	-9%	-24%	6%	-7%	-4%

Some of the entries above in a different format:
CC(C)c1nc2sc3c(c2c(=O)n1N)CC(C)(C)OC3
  LmPK inh: 2%
  HCV inhibitor: -13%
  Sm TGR inh: 4%
  Pf growth 48h: 15%
  Pf growth 96h: 4.7µM*
  Tb PYK inh: -6%

c1cc(-c2nnc3n2CCC3)[nH]n1
  LmPK inh: -4%
  HCV inhibitor: -3%
  Sm TGR inh: 7%
  Pf growth 48h: 13%
  Pf growth 96h: 22%
  Tb PYK inh: 0%

COc1ccccc1NC(=O)COC(=O)c1ccc2c(c1)OCCO2
  LmPK inh: /
  HCV inhibitor: ?
  Sm TGR inh: -6%
  Pf growth 48h: 14%
  Pf growth 96h: 50%[activator]
  Tb PYK inh: 4%

COCC(=O)NCCc1nc2ccccc2[nH]1
  LmPK inh: 3%
  HCV inhibitor: 9%
  Sm TGR inh: 1%
  Pf growth 48h: 3%
  Pf growth 96h: 19%
  Tb PYK inh: -13%

Going on with the list.
SMILES	LmPK inh	HCV inhibitor	Sm TGR inh	Pf growth 48h	Pf growth 96h	Tb PYK inh
CC(C)c1ccccc1NC(=O)COC(=O)C1(C)CC1(Cl)Cl (stereo not given)	-8%	5%	12%	?	29%	3%
CCn1cc(C(=O)N2CCCC2)c(=O)c2cc(S(=O)(=O)N3CC(C)CC(C)C3)ccc21 (stereo not given)	-2%	7%	-14%	-10%	4%	-6%
CCC/C(=N\NC(=O)c1ccc(OC)c(OC)c1)c1ccccc1	6%	-7%	-4%	-6%	-3%	1%
NC(=S)NNC(=S)Nc1ccccc1	-2%	0%	/	14%	21%	-6%
O=C(c1ccc(Cl)cc1)c1c[nH]c(C(=O)NNc2ccccc2)c1	0%	?	-7%	7%	24%	0%
N/C(=N\OC(=O)Cc1cccs1)c1ccccc1	-13%	10%	-12%	104%[activator]	39%[activator]	-11%
NC(=O)c1ccc(Cl)c2ccccc12	1%	5%	8%	-1%	4%	-1%
Cc1cccc(OCC(=O)Nc2ccc(N3CCN(S(C)(=O)=O)CC3)cc2)c1C	2%	26%	17%	1%	?	3%
COc1ccccc1CNC(=O)CCn1c(=O)[nH]c2ccsc2c1=O	3%	-2%	-3%	1µM*	?	2%
NC(=O)COC(=O)c1cc(=O)[nH]c2ccccc12	0%	10µM*	16%	14%	10%	4%
CCN1C(=O)c2cccc3c(S(=O)(=O)NCC4CCCO4)ccc1c23 (stereo not given)	1%	7%	-16%	-10%	-23%	-2%
Cc1cnc(C(=O)OC(C(=O)Nc2cc(C(F)(F)F)ccc2Cl)c2ccccc2)cn1 (stereo not given)	-6%	4%	-7%	15µM*	10µM*	-7%
Cc1cc(C)n(C(=O)c2ccc(C)c(S(=O)(=O)N3CCOCC3)c2)n1	0%	1%	-13%	6%	/	-4%
COc1ccc(S(=O)(=O)N2CCC(C(=O)NCc3ccccn3)CC2)cc1Cl	2%	8%	1%	1%	-8%	0%
CC(C(=O)NCCCN1CCOCC1)n1cccc1C(=O)c1ccccc1 (stereo not given)	-1%	5%	1%	-5%	162%[activator]	-6%

Complete entries from above. Screens in order: LmPK inh, HCV inhibitor, Sm TGR inh, Pf growth 48h, Pf growth 96h, Tb PYK inh
O=C(c1ccc(Cl)cc1)c1c[nH]c(C(=O)NNc2ccccc2)c1 is listed with 0%, ?, -7%, 7%, 24%, 0%
CCN1C(=O)c2cccc3c(S(=O)(=O)NCC4CCCO4)ccc1c23 (stereo not given) is listed with 1%, 7%, -16%, -10%, -23%, -2%
CCn1cc(C(=O)N2CCCC2)c(=O)c2cc(S(=O)(=O)N3CC(C)CC(C)C3)ccc21 (stereo not given) is listed with -2%, 7%, -14%, -10%, 4%, -6%
NC(=O)COC(=O)c1cc(=O)[nH]c2ccccc12 is listed with 0%, 10µM*, 16%, 14%, 10%, 4%
CC(C(=O)NCCCN1CCOCC1)n1cccc1C(=O)c1ccccc1 (stereo not given) is listed with -1%, 5%, 1%, -5%, 162%[activator], -6%

The list goes on:
SMILES	LmPK inh	HCV inhibitor	Sm TGR inh	Pf growth 48h	Pf growth 96h	Tb PYK inh
CN(C)C(=O)N1CCC(C(=O)NCc2ccccc2)CC1	5%	13%	0%	1%	-37%	-6%
COC(=O)c1ccccc1NC(=O)c1nc(S(=O)(=O)Cc2ccccc2)ncc1Cl	-4%	0%	2.8µM*	18%	?	3%
Clc1ccc(Cc2nnc(-c3ccccc3Br)o2)cc1	-1%	-5%[8.37 µM]	-3%	-13%	-109%	-6%
N/C(=N\OC(=O)CCCc1ccccc1)c1ccc(Br)cc1	-11%	-11%	0%	16%	12%	9%
CN1CCN(c2oc(-c3ccccc3)nc2S(=O)(=O)c2ccc(Br)cc2)CC1	-1%	-12%	-22%	?	44%[activator]	-2%
O=C(O)CSc1nc2ccccc2n1Cc1ccccc1	-1%	27%	?	4%	229%[activator]	-14%
O=C(COc1ccc(Br)cc1)OCCN1CCCCC1	-10%	-19%	-1%	-24%	?	-8%

Assay outcomes deposited in PubChem by National Center for Advancing Translational Sciences (NCATS).
